# E-selectin induc: E-selectin induction in HUVECs, primary screen, imaging, HUVEC, immunofluorescence imaging, single point; activation, % at 7.58 µM; 260,000 tested, 0.37% active; normalized: neutral wells 0, TNF-alpha wells 100; AID 686992, 2013;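 active means mean E-selectin-positive cell signal at least 10% of the positive control, reached in at least 60% of replicates, without over 20% cell loss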;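 further: in these data hits start at about 27%; measured in HUVEC primary endothelial cells; signal is the percent of cells scored E-selectin positive by PE staining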
#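 Assay system: HUVEC, human umbilical vein endothelial cells / Amount: 3,000 HUVEC/well / Controls: TNF-alpha positive control, DMSO neutral control / Compound dosing: single concentration / Medium: EGM-2 over gelatin coat / Evaluation: percent E-selectin-positive cells / Signal: immunofluorescence imaging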
# CASP6 VEID inh: human caspase-6 inhibitors, primary screen, biochemical, VEID-R110 fluorescence, single point, set 2; purified caspase-6, Z-VEID-R110 cleavage fluorescence; inhibition, % at 12.5 µM; 350,000 tested, 0.53% active; AID 686996, 2013;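 active means mean inhibition across replicates at least about 35%, with every replicate also reaching that limit, limit read from the data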;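 further: 0% = median of neutral control wells and 100% = no fluorescence left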
# Target sequence (P55212 24-179 limits assumed): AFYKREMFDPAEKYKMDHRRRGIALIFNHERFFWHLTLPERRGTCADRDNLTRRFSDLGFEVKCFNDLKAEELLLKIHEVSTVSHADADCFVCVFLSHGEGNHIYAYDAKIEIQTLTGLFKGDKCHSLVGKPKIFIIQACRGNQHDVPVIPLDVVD
# Target sequence (P55212 194-293 limits assumed): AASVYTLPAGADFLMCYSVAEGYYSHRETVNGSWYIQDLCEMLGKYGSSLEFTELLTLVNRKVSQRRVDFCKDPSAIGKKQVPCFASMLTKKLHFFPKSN
# RAD52 inh: RAD52 DNA annealing inhibitors, primary screen, biochemical, FRET, single point, set 2; DNA repair protein RAD52 homolog (Homo sapiens), P43351; recombinant RAD52 DNA annealing, FRET fluorescence; inhibition, % at 18.7 µM; 360,000 tested, 0.46% active; AID 651710, 2012;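 active means every replicate showing at least 50% inhibition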
# ARNT-TACC3 inh: disruptors of ARNT/TACC3 protein interaction, primary screen, biochemical, AlphaScreen, single concentration; Transforming acidic coiled-coil-containing protein 3 (Homo sapiens), Q9Y6A5; AlphaScreen His-ARNT PAS-B/GST-TACC3 binding, luminescence; TACC3 fragment carries E629A point mutation; inhibition, % at 9.99 µM; 390,000 tested, 0.66% active;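 active means mean inhibition of replicates at least 50% and at least half of replicates each reaching 50%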;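 further: 0% = complete ARNT plus TACC3 wells and 100% = ARNT alone without TACC3; many hits fall short of the cut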
# esBAF inh: Bmi1 luciferase reporter increase in mESCs, primary screen, esBAF inhibitor project, mouse ES cells, Bmi1 luciferase knock-in, single point. 24 h; 100% = twice the neutral-well signal. reporter increase, % at 12.5 µM. AID 602393, 2012. 350,000 tested, 2% active; in the data active means activation above about 40%;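 further: 0% = median of the plate's neutral control wells and 100% = double that signal; a rise in the Bmi1 reporter signal indicates esBAF inhibition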
# ERp5 inh: inhibitors of ERp5-driven insulin aggregation, primary screen, biochemical, turbidity, absorbance 650 nm, single point; inhibition, % at 9.99 µM; Protein disulfide-isomerase A6 (Homo sapiens), Q15084; 90 min; 350,000 tested, 0.05% active;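 active means mean replicate inhibition above about 25%, with every replicate also reaching it, limit read from the data, passing the limit was not always enough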
# Target sequence (Q15084 whole entry, looked up): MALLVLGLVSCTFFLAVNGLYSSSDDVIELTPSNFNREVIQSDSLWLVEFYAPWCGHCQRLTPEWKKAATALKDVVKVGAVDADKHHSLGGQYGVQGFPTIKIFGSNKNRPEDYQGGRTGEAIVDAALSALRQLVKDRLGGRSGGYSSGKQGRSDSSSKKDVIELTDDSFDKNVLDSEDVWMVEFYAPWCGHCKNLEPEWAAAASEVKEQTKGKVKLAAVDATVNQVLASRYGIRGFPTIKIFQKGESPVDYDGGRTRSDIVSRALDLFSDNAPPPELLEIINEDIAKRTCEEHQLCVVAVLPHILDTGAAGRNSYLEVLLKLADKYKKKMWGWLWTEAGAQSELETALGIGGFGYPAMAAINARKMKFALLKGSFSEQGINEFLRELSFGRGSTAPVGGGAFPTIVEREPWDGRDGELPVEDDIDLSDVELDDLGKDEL
# PglD inh: C. jejuni PglD acetyltransferase inhibitors, primary screen, biochemical, DTNB colorimetric, single point; purified PglD enzyme, DTNB colorimetric CoA detection; inhibition, % at 12.5 µM; 360,000 tested, 0.098% active; AID 602405, 2012; in the data active means inhibition above about 16%, passing the limit was not always enough; further: strong numbers were not always called active
# RAD54 inh: inhibitors of human RAD54 branch migration, primary screen, biochemical, fluorescence, single point. DNA repair and recombination protein RAD54-like (Homo sapiens), Q92698. RAD54 Holliday junction branch migration, FAM/BHQ fluorescence. inhibition, % at 10.4 µM. 360,000 tested, 0.14% active. AID 602329, 2012;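 active means mean normalized replicate activity at least 40 and at least half of replicates scoring 40 or more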;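 further: 0% = median of neutral control wells and 100% = median of positive control wells; inhibitors cause a drop in the FAM fluorescence signal; in these data hits start at about 50%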
# An asterisk follows results filed as active; x = no result given.
# Values run as follows: E-selectin induc	CASP6 VEID inh	RAD52 inh	ARNT-TACC3 inh	esBAF inh	ERp5 inh	PglD inh	RAD54 inh
> COc1cccc2cc(C(=O)Nc3cc(Cl)ccc3N3CCOCC3)c(=O)oc12
→ x	x	x	-15	-2	x	7	-8
> O=C(c1ccccc1-n1cccn1)N1CCc2c([nH]c3ccccc23)C1c1ccccn1 (centres undefined)
→ x	3	-8	13	x	-4	x	x
> CC1=C(C(=O)N(C(C)C)C(C)C)CC(CC(=O)NCCN2CCOCC2)C(=O)N1Cc1ccc(C(C)(C)C)cc1 (centres undefined)
→ 0.0	2	-9	x	-2	-1	0	3
> Cc1nn(-c2ccccc2)c(N2CCCC2)c1/C=N/NC(=S)Nc1ccccc1C(F)(F)F
→ 0.5	-4	-12	-1	x	7	x	x
> Cc1cc(Cl)ccc1OCCCC(=O)NCc1ccccn1
→ x	0	-17	-4	x	-8	x	x
> S=C(c1ccc(-c2ccc(Cl)cc2Cl)o1)N1CCCC1
→ 4.1	1	-23	x	x	3	-6	8
> CCC(C)[C@H](NC(=O)N1c2ccccc2NC(=O)[C@@H]1C(C)C)C(=O)N[C@@H](Cc1ccccc1)C(=O)O (some centres undefined)
→ x	-2	-11	5	9	3	5	-2
> COc1ccc(CCNC(=O)COC(=O)Cn2cnc3ccccc32)cc1OC
→ -1.6	-1	-8	2	x	5	x	x
> O=C(Cn1cnnn1)NC1CCCN(Cc2ccccc2F)C1 (centres undefined)
→ x	-1	5	-5	-2	-15	-1	-3
> Cc1ccc(CN2CCN(Cc3ccc4cccc(F)c4n3)CC2CCO)cc1 (centres undefined)
→ x	0	-17	-1	-5	-1	7	0
> O=C(C[C@H]1CC[C@@H](NC(=O)CC2CC2)[C@H](CO)O1)NCc1ccccc1
→ 0.3	-1	16	x	x	-2	x	x
> COC(=O)c1c(C(=O)OC)c(-c2cccc(F)c2)n2c1CS(=O)(=O)C2
→ 0.0	x	-5	-5	x	-2	x	x
> COc1ccc(C2(NC(C)=O)CCN(Cc3cccnc3)CC2)cc1
→ -0.1	-5	-13	-2	-3	0	3	-1
> CCCN(CC1CC1)C(=O)CSc1nnc(-c2cc(-c3cccs3)nc3ccccc23)o1
→ x	x	x	-15	-26	x	-1	-3
> COc1cccc(CN2CCN(C3CCN(c4ccccc4F)CC3)CC2CCO)c1 (centres undefined)
→ x	1	-16	21	x	-7	x	x

# Following part.
# Values run as follows: E-selectin induc	CASP6 VEID inh	RAD52 inh	ARNT-TACC3 inh	esBAF inh	ERp5 inh	PglD inh	RAD54 inh
> CCOc1cc(NC(=S)NCCc2ccccc2)c(OCC)cc1NC(C)=O
→ 0.3	0	-9	0	x	1	x	x
> Cc1noc(C)c1NC(=O)Nc1cccc2c1O[C@@H](CN(C)Cc1ccc(-c3ccccc3)cc1)[C@H](C)CN([C@H](C)CO)C2=O
→ 0.8	-3	-15	7	-1	2	-3	-11
> COc1ccccc1C(=O)NC(=O)CSc1nnc(SC)s1
→ 0.4	-1	-3	1	-4	-2	-2	-2
> O=C(CSc1ccccc1)N1CCN(c2ccc(F)cc2)CC1
→ -0.9	0	4	-12	x	2	x	x
> COC(=O)c1ccccc1NC(=O)C1CCC(=O)N1S(=O)(=O)c1ccc(C)cc1 (centres undefined)
→ x	1	4	10	x	7	x	x
> COc1ccc(S(=O)(=O)NCc2ccc(C(=O)N3CCN(Cc4ccccc4)CC3)cc2)cc1
→ x	x	-19	-5	2	-1	-5	12
> O=C(COc1ccc(S(=O)(=O)NC2CCCCC2)cc1)NC1CC1
→ -0.1	-1	-13	0	x	1	-2	5
> CCN(CC(=O)Nc1ccc(NC(C)=O)cc1)C(=O)CCCOc1ccc(C(C)(C)C)cc1
→ 0.5	4	-11	0	7	-9	x	x
> O=C(C[C@H]1C[C@H]2c3cc(NC(=O)NC4CCCC4)ccc3O[C@H]2[C@@H](CO)O1)NCC1CC1
→ 0.3	1	7	0	10	-1	1	-16
> Nc1ccc(CCc2ccc(N)cc2)cc1
→ -0.2	0	-8	-3	18	2	6	17
> C[C@H]1CN([C@@H](C)CO)C(=O)Cc2cc(NC(=O)Nc3ccc(C(F)(F)F)cc3)ccc2O[C@@H]1CN(C)Cc1ccc(C(F)(F)F)cc1
→ -0.3	-3	-5	5	2	1	1	6
> O=c1[nH]c(/C(=N\O)c2ccccc2)no1
→ x	x	x	36	5	x	9	8
> O=C(Nc1cccc(Oc2ccccc2)c1)C1Cc2c(-c3ccco3)ccnc2O1 (centres undefined)
→ -0.2	-3	-22	x	-5	-2	3	-5
> CC(C)NC(=O)N(C)C[C@H]1Oc2ccc(NC(=O)Nc3ccc(C(F)(F)F)cc3)cc2C(=O)N([C@H](C)CO)C[C@H]1C
→ -0.2	0	11	-1	-4	-4	2	-22
> COc1ccc2[nH]cc(C(=O)NCCc3ccccc3)c(=O)c2c1
→ 0.1	-3	-2	-2	12	0	8	5

# Taken from above:
# COc1ccccc1C(=O)NC(=O)CSc1nnc(SC)s1 in PglD inh is entered as -2
# C[C@H]1CN([C@@H](C)CO)C(=O)Cc2cc(NC(=O)Nc3ccc(C(F)(F)F)cc3)ccc2O[C@@H]1CN(C)Cc1ccc(C(F)(F)F)cc1 in ARNT-TACC3 inh is entered as 5

# The list continues.
# Values run as follows: E-selectin induc	CASP6 VEID inh	RAD52 inh	ARNT-TACC3 inh	esBAF inh	ERp5 inh	PglD inh	RAD54 inh
> CCc1c(O)nc(SC2CC(=O)N(c3ccc(F)c(Cl)c3)C2=O)[nH]c1=O (centres undefined)
→ x	1	-12	-5	-7	2	-2	6
> COc1ccccc1N1CCN(C2CCCN(C(=O)c3oc(C)cc3C)C2)CC1 (centres undefined)
→ -0.1	-2	-5	-9	0	-1	-1	4
> O=C(NCCNc1ccc([N+](=O)[O-])cc1)c1cc(F)c(F)cc1Cl
→ -0.2	3	1	x	-13	-5	-10	-3
> COc1cc(C(=O)NCC(c2cccnc2)N2CCN(c3ccccc3)CC2)cc(OC)c1OC (centres undefined)
→ -1.2	-3	15	-1	-10	3	-1	0
> CCc1ccc(NC(=O)C2=CC(c3ccc(OC)c(OC)c3)=NS(=O)(=O)N2C)cc1
→ x	1	-40	5	10	-22	-1	7
> COc1cc(C(=O)N2CCN(c3ccccc3)CC2)c2ccccc2n1
→ x	0	3	-2	-5	-3	-4	2
> CCOC(=O)N/N=C\c1cccc(OC)c1OC/C=C/c1ccccc1
→ -0.3	-3	-15	-1	5	-14	3	5
> CCCCCN1CC(=O)N2[C@@H](Cc3c([nH]c4ccccc34)C2(C)C)C1=O
→ 0.3	-3	-16	-17	1	3	1	2
> Cc1ccn2c(=O)c(C(=O)NCCCN3CCCCC3C)c(O)nc2c1 (centres undefined)
→ x	x	x	0	8	x	-3	-6
> COc1cccc(CNC(=S)NC2CC2)c1
→ -0.1	0	7	-3	x	14	x	x
> CN(C)S(=O)(=O)Oc1cccc(C(=O)Nc2ccccc2Cl)c1
→ x	x	x	-3	72*	x	5	0
> COc1ccc(S[C@@H](CCN2CC[C@H](NC(=O)OCc3ccccc3)CCC2=O)c2ccccc2)cc1
→ -0.1	-1	-61	3	-4	0	2	5
> COc1ccc(S(=O)(=O)Nc2ccc3c(c2)OCO3)cc1
→ x	x	x	-2	3	x	-4	1
> Cn1ncc([N+](=O)[O-])c1C(=O)Nc1ccc(-c2nc3ccccc3[nH]2)cc1
→ x	x	x	28	56*	x	3	-3
> COc1cccc(C(=O)N(CN2CCCC2=O)c2cc(C)on2)c1
→ x	-2	17	-17	-4	-1	7	-7

# Already shown: five of the compounds above.
# Values run as follows: E-selectin induc	CASP6 VEID inh	RAD52 inh	ARNT-TACC3 inh	esBAF inh	ERp5 inh	PglD inh	RAD54 inh
> CN(C)S(=O)(=O)Oc1cccc(C(=O)Nc2ccccc2Cl)c1
→ x	x	x	-3	72*	x	5	0
> COc1ccc(S[C@@H](CCN2CC[C@H](NC(=O)OCc3ccccc3)CCC2=O)c2ccccc2)cc1
→ -0.1	-1	-61	3	-4	0	2	5
> COc1ccc(S(=O)(=O)Nc2ccc3c(c2)OCO3)cc1
→ x	x	x	-2	3	x	-4	1
> Cn1ncc([N+](=O)[O-])c1C(=O)Nc1ccc(-c2nc3ccccc3[nH]2)cc1
→ x	x	x	28	56*	x	3	-3
> COc1cccc(C(=O)N(CN2CCCC2=O)c2cc(C)on2)c1
→ x	-2	17	-17	-4	-1	7	-7

# Additional structures:
# Values run as follows: E-selectin induc	CASP6 VEID inh	RAD52 inh	ARNT-TACC3 inh	esBAF inh	ERp5 inh	PglD inh	RAD54 inh
> O=[N+]([O-])c1nn(-c2ccc(Cl)cc2)n(O)c1=NCc1ccccc1
→ x	2	-12	13	23	-5	-4	-8
> COc1ccc(CNCCNC(=O)c2cccs2)c(OC)c1OC
→ x	6	-7	-2	x	-2	x	x
> COc1cccc(C(=O)NC(=O)Nc2nc(C)cc(C(F)(F)F)n2)c1
→ -0.1	2	-2	-3	-1	5	-2	1
> CCOc1ccc(CCNC(=O)C2CC(=O)N(c3ccc4c(c3)OCCO4)C2)cc1OCC (centres undefined)
→ 0.1	2	-4	6	x	-1	x	x
> O=C(Nc1cccc(-n2cnnn2)c1)c1cccs1
→ x	-3	-21	-2	-1	3	1	-9
> Cc1c(-c2nc(-c3cccnc3)no2)cccc1[N+](=O)[O-]
→ x	-1	-9	-6	x	1	x	x
> O=C(COC(=O)[C@@H]1CCCN1S(=O)(=O)c1ccccc1F)NCc1ccc2c(c1)OCO2
→ -0.3	-1	-1	4	-6	2	0	-8
> CCOc1ccc(N2CC(C(=O)NCCc3ccc(OC)c(OC)c3)CC2=O)cc1 (centres undefined)
→ x	x	x	-13	-5	x	1	2
> CN(c1ccccc1)S(=O)(=O)c1cc(Cl)ccc1Cl
→ x	0	-5	-10	x	6	-5	3
> O=C(N/C(=C/C=C\c1ccccc1)C(=O)N1CCOCC1)c1ccc(Br)cc1
→ 9.6	-2	-3	2	-1	2	-174	-3
> COc1cc2nc(N(CCN(C)C)C(=O)c3ccc(S(=O)(=O)N(C)CC4CCCO4)cc3)sc2cc1OC (centres undefined)
→ 0.2	-63	14	4	-1	-6	9	14
> O=C(c1nn2c(C(F)(F)F)cc(-c3ccccc3)nc2c1Cl)N1CCN2CCCC2C1 (centres undefined)
→ -0.1	-5	1	7	-2	-8	5	0
> CSc1n[nH]c(=O)n1C1CCCCC1
→ 1.3	1	-9	-3	2	9	6	-1
> CCOCc1cc(C2NC(=O)NC(C)=C2C(=O)OCC)ccc1OC (centres undefined)
→ x	x	x	-3	-1	x	-2	6
> CCCC(=O)Nc1ccc2c(c1)C(=O)N(C)C[C@@H](OC)[C@H](C)CN(Cc1ccccc1F)[C@@H](C)CO2
→ -0.3	1	8	-2	7	3	-1	-10
> O=C(C[C@@H]1C=C[C@@H](NC(=O)Nc2cc(F)ccc2F)[C@H](CO)O1)Nc1ccc(-c2ccccc2)cc1
→ 3.9	-4	3	-10	4	x	-1	-6
> O=S(=O)(NCc1ccc(F)cc1)c1ccccc1Br
→ 0.1	0	-3	-1	-7	3	0	5
